Assay outcomes deposited in PubChem by Sanford-Burnham Center for Chemical Genomics.
TAG inh: inhibitors of triacylglycerol accumulation, primary screen, cell-based, uHTS, fluorescence, H9c2; H9c2 cells, Nile Red lipid (TAG) fluorescence; cells loaded with 200 µM oleic acid; inhibition, % at 12.5 µM; 0.66% of 230,000 active; AID 651582, 2012;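 active = pattern-corrected inhibition of lipid staining of at least 50% with the nuclear-stain viability signal not falling by more than 50%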;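 note: 0% = DMSO wells and 100% = triacsin C control wells; some results filed as inactive read as strong as hits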
TAG inh DAPI viability: second read-out of TAG inh, no call of its own (marks repeat the call); DAPI nuclei signal change (viability), lower = more cytotoxic, %;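 whole-well DAPI fluorescence read on a plate reader as a viability signal; minus 50 percent equals half of cells still viable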
Numbers without * were called inactive.

| # | structure | TAG inh | TAG inh DAPI viability |
| --- | --- | --- | --- |
| 1 | Cc1cc(C(F)(F)F)cc(NNC(=O)NC(=O)c2c(F)cccc2Cl)n1 | -9 | 4 |
| 2 | CC(C)N1CC2=C(C1=O)C(c1ccc(O)cc1)NC(=O)N2C (stereo not given) | -4 | -6 |
| 3 | Nc1nonc1-c1nc2ccccc2n1CC(=O)N/N=C/c1ccc(-c2cccc(C(=O)O)c2)o1 | -5 | 1 |
| 4 | CCOC(=O)C(C)n1cnc2c(nnn2-c2cccc(Cl)c2)c1=O (stereo not given) | 2 | -3 |
| 5 | CC(C=NNC(=O)C(=O)NN=CC(C)=Cc1ccccc1)=Cc1ccccc1 | 22 | 9 |
| 6 | C=CCNC(=S)N1CCN(CCN=Cc2c(C)[nH]n(-c3ccc([N+](=O)[O-])cc3)c2=O)CC1 | -2 | 0 |
| 7 | COc1ccc(/C=N/NC(=O)c2cccnc2)cc1CN1CCc2cc(OC)c(OC)cc2C1C (stereo not given) | -4 | 2 |
| 8 | CCCNc1ccc(C(=O)OCC)cc1[N+](=O)[O-] | -7 | 0 |
| 9 | O=C(CSc1ncn[nH]1)N/N=C/c1ccc(C(F)(F)F)cc1 | -3 | -2 |
| 10 | COc1ccc(CNC(=O)C(C)Sc2ccc(S(=O)(=O)N3CCOCC3)cn2)cc1 (stereo not given) | 2 | 1 |
| 11 | O=C(COc1ccccc1)NC1CCSc2ccccc21 (stereo not given) | -6 | -2 |
| 12 | Cc1cc(=O)[nH]c(NCCO)n1 | 5 | -4 |
| 13 | CSc1sc(C)cc1/C=N/O | -1 | 16 |
| 14 | CC(Nc1cc(=O)n(C)c(=O)[nH]1)c1ccccc1 (stereo not given) | 3 | -6 |
| 15 | N#Cc1c(SC(C(=O)O)c2ccccc2)nc2c(c1-c1cccs1)CCCC2 (stereo not given) | 12 | 0 |
| 16 | CCN1CC(CN(C)Cc2cn(-c3ccc(C)cc3)nc2-c2cccc(C)c2)CC1=O (stereo not given) | -7 | 13 |
| 17 | Cc1cc2c(=O)[nH]c(N)nc2[nH]1 | -11 | 3 |
| 18 | Cc1ccnc(NC(=O)c2cccc(S(=O)(=O)N3CCCC3)c2)c1 | 9 | -8 |
| 19 | COc1ccc(C(=O)c2ccc(OC)c(Br)c2)cc1Br | -30 | -3 |
| 20 | COc1cccc(/C=N/NC(=O)C(=O)N2CCCCCC2)c1O | -8 | -15 |
| 21 | O=S(=O)(c1ccc(Oc2ccc(S(=O)(=O)N3CCOCC3)cc2)cc1)N1CCOCC1 | 5 | -4 |
| 22 | Cn1ncc(C(=O)Nc2ccc(OC(F)(F)F)cc2)c1-n1cccc1 | 7 | 0 |
| 23 | CC(C)(C)c1ccccc1NC(=O)Nc1nc(C(N)Cc2ccc(F)cc2)cs1 (stereo not given) | 97 | -81 |
| 24 | COC(=O)c1sc(-c2ccc(Cl)cc2)cc1NC(=O)CSCC(=O)O | 13 | 1 |
| 25 | CC1CCC(NC(=O)c2nn(C)c(=O)c3ccccc23)CC1 (stereo not given) | -16 | 1 |
| 26 | CCCNC(=O)NNC(=O)c1ccc(F)cc1 | 4 | 0 |
| 27 | NC(=O)c1ccc(NC(=O)COC(=O)c2cc(S(=O)(=O)N3CCOCC3)ccc2N2CCCCC2)cc1 | 9 | -6 |
| 28 | O=C(c1ccc(Cl)c(S(=O)(=O)N2CCCC2)c1)N1CCN(c2ccc(F)cc2)CC1 | -1 | -3 |
| 29 | CC(C)(C)OC(=O)C[C@@H]1C/C=C\C[C@H](CC(=O)NCCO)C(=O)N2CCC[C@@H]2COC1=O | -2 | -5 |
| 30 | CC(=NNC(=S)N1CCN(c2ccccn2)CC1)c1ccccn1 | 4 | -15 |

| # | structure | TAG inh | TAG inh DAPI viability |
| --- | --- | --- | --- |
| 31 | C=CCn1c(SCC(=O)NNC(=O)Nc2cccc(Cl)c2)nnc1-c1ccccc1 | -4 | 3 |
| 32 | CCCn1c(SCC(=O)NCCCN2CCCC2=O)nc2ccccc2c1=O | -24 | 7 |
| 33 | O=C(Nc1ccc(N2CCN(C(=O)c3ccc(Cl)cc3)CC2)cc1)c1cccs1 | 12 | 1 |
| 34 | O=C(NNc1ccc(-c2csnn2)cc1)c1ccccc1C(F)(F)F | -11 | 7 |
| 35 | Cc1nc(S(=O)(=O)N2CCOCC2)c(C#N)c(C)c1Cl | -5 | 1 |
| 36 | Cc1ccc(NC(=O)c2ccc(F)cc2)cc1S(=O)(=O)N1CCCCCC1 | -20 | 2 |
| 37 | COc1cc(CC(=O)OCC(=O)Nc2ccc(N3CCOCC3)cc2)cc(OC)c1OC | -4 | 6 |
| 38 | CC1Cc2ccccc2N1C(=O)COC(=O)c1ccc(N(C)C)cc1 (stereo not given) | -26 | -8 |
| 39 | Cc1ccc(Nc2nc(C(=O)N3CCC(C(=O)N4CCN(C)CC4)CC3)cs2)cc1 | 5 | -14 |
| 40 | CCc1ccc(C(=O)NNC(=O)c2n[nH]c(=O)c3ccccc23)cc1 | 12 | -7 |
| 41 | COc1ccc(C)cc1NC(=O)C(c1ccccc1)N1CCNC(=O)C1 (stereo not given) | -4 | 1 |
| 42 | Cc1ccc2oc(C(=O)N(C)Cc3cnccn3)c(C)c2c1 | 16 | 3 |
| 43 | O=C(NCC1CCCO1)C(c1cccs1)N(C(=O)Cn1nnc(-c2cccs2)n1)C1CCCC1 (stereo not given) | 6 | 17 |
| 44 | CN(C(=O)N1CCN(c2ccccn2)CC1)c1ccccc1 | -11 | 7 |
| 45 | CC(=O)OCC(=O)[C@@]1(O)CC[C@H]2[C@@H]3CCC4=CC(=O)CC[C@]4(C)[C@H]3C(=O)C[C@@]21C | 4 | 1 |
| 46 | O=C(NCc1cccnc1)NC1CCCN1S(=O)(=O)c1ccc(Cl)cc1 (stereo not given) | -20 | 6 |
| 47 | COc1ccccc1/C=N/N1CCN(Cc2ccccc2Cl)CC1 | 0 | 2 |
| 48 | CCOc1cc(/C=N/NC(N)=O)cc(Br)c1OCc1ccccc1 | -6 | 4 |
| 49 | COc1ccc(NC(=O)CCN(c2ccc(OC)cc2)S(=O)(=O)c2ccc(C)c(C)c2)cc1 | -7 | 12 |
| 50 | COc1ccccc1NC(=O)c1ccc(NS(=O)(=O)c2ccc(F)c(Cl)c2)cc1 | -27 | 2 |
| 51 | O=C(NN=C1CCCC1)C(=O)Nc1cccc(C(F)(F)F)c1 | 3 | -10 |
| 52 | COc1ccc(C)cc1-n1nnnc1SCC(=O)c1ccc2c(c1)OCCO2 | -28 | -4 |
| 53 | CC(OC(=O)c1ccc(Cl)c(S(=O)(=O)N2CCOCC2)c1)C(=O)NC1CCCCC1C (stereo not given) | 3 | 6 |
| 54 | COc1ccc(-n2c(C)cc(C(=O)COC(=O)c3cc(OC)c(OC)cc3NC(=O)c3cccs3)c2C)cc1 | 5 | 4 |
| 55 | COCCNC(=O)C1(S(=O)(=O)c2ccccc2)CC=CC1 | 18 | -8 |
| 56 | C=CCNC(=S)N1CCC(C(N)=O)CC1 | -7 | 2 |
| 57 | Cc1ccc(NC(=O)CSc2nc(=O)cc(N)n2-c2ccccc2)cc1 | -2 | 5 |
| 58 | CCCn1nc(C(=O)NNC(=O)C2CSC3(C)CCC(=O)N23)c2ccccc2c1=O (stereo not given) | -6 | -3 |
| 59 | COCCNc1ncnc2c1ncn2[C@H]1CN(Cc2ccc(-c3ccccc3)cc2)C[C@@H](CO)O1 | 12 | -4 |
| 60 | CC(C)(C)c1ccc(Oc2ccc(NC(=O)c3ccccc3C(=O)O)cn2)cc1 | 62* | -45* |

| # | structure | TAG inh | TAG inh DAPI viability |
| --- | --- | --- | --- |
| 61 | COc1ccc(NC(=O)CN(C)C(=O)c2ccc(S(=O)(=O)Nc3ccccc3F)cc2)cc1 | 11 | 4 |
| 62 | COc1cccc2c(=O)n(CC(=O)N3CCN(c4ccccc4)CC3)ccc12 | -11 | -3 |
| 63 | CCNC(=O)C1(C)CCN(C(=O)c2ccc3snnc3c2)C1 (stereo not given) | -4 | 5 |
| 64 | COc1ccc(-n2nc(C(=O)NCC(=O)NCCCN3CCCCCC3)c3ccccc3c2=O)cc1Cl | 29 | 18 |
| 65 | CNc1nc(-c2ccccc2)cc(-c2ccccc2)n1 | 18 | 5 |
| 66 | O=C(Nc1cccc([N+](=O)[O-])c1)c1ccc(N2CCCC2=O)cc1 | -1 | -6 |
| 67 | O=C(CCS(=O)(=O)c1ccc(F)cc1)N1CCN(c2ccccc2)CC1 | -15 | -3 |
| 68 | Cc1c(C(=O)NCc2ccc(C#N)cc2)sc(=O)n1Cc1ccc(C(=O)N(C)C)cc1 | -13 | 14 |
| 69 | O=C(Nc1ccc(Cl)cc1)c1sccc1-n1cccc1 | 9 | 14 |
| 70 | CC1CCC(NC(=O)CCC(=O)N2CC(C)Oc3ccccc32)CC1 (stereo not given) | -1 | 11 |
| 71 | Cc1ccc(S(=O)(=O)N2CCCCC2)cc1NC(=O)c1cc(=O)[nH]c2ccccc12 | -6 | 7 |
| 72 | C/C(=N/OC(=O)c1cccc(Cl)c1)c1nccs1 | 5 | -3 |
| 73 | COCC(=O)N1CCN(c2nc3ccccc3o2)CC1 | -5 | 1 |
| 74 | C=CCNC(=O)NC(=O)COC(=O)CCCSc1nc2ccccc2[nH]1 | 1 | -9 |
| 75 | NNC(=O)c1cc(-c2ccc(O)cc2)nc2ccc(Br)cc12 | 9 | 1 |
| 76 | Cc1cccc(C)c1NC(=O)c1ccc2sc([C@H]3C[C@H](O)[C@@H](CO)O3)nc2c1 | 3 | -2 |
| 77 | CN1CCN(S(=O)(=O)c2ccc(N(C)Cc3ccc(OC(F)F)cc3)c([N+](=O)[O-])c2)CC1 | -39 | 11 |
| 78 | CCNc1ccc(S(=O)(=O)N2CCOCC2)cc1NCC(=O)Nc1cccc(Br)c1 | -11 | -4 |
| 79 | CC(C)Oc1cc(NC(=O)CS(=O)(=O)CC(=O)N(C)C)c(Cl)cc1Cl | 3 | -7 |
| 80 | COc1ccc(NC(=O)C(=O)N/N=C/c2cccnc2)cc1 | -4 | 0 |
| 81 | O=C(NCCc1ccc2c(c1)OCCO2)c1ccc([N+](=O)[O-])cc1Cl | -3 | 9 |
| 82 | CCOc1ccc2[nH]c(=O)c(C(c3nnnn3Cc3ccco3)N3CCCC(C)C3)cc2c1 (stereo not given) | 9 | -16 |
| 83 | Cc1cccc(OCCOc2ccccc2C=C(C#N)C#N)c1 | 0 | 2 |
| 84 | COc1cccc(OC)c1C(=O)Nc1ccc(N2CCCCC2)cc1 | 18 | -9 |
| 85 | COc1ccccc1C(=O)NCC(=O)N1CCN(C/C=C/c2ccccc2)CC1 | -1 | -4 |
| 86 | N#CCCN(C(=O)COc1ccc(Br)cc1F)c1ccc(F)cc1 | 6 | 2 |
| 87 | O=C(c1cn(Cc2ccccc2)nc1-c1cccnc1)N1CCc2ccccc2C1 | -10 | -1 |
| 88 | COc1ccc(/C=C2/SC(=S)N(CCC(=O)Nc3cccnc3)C2=O)cc1OC | -20 | -1 |
| 89 | C=CCn1c(NC)cc(=O)n(C)c1=O | 2 | 11 |
| 90 | COc1ccc(NC(=O)CSc2nnc(Cc3ccccc3)c(=O)n2N)cc1OC | 15 | 2 |

| # | structure | TAG inh | TAG inh DAPI viability |
| --- | --- | --- | --- |
| 91 | COc1ccc(OCC(O)CNC(=O)c2ccccc2)cc1 (stereo not given) | -5 | -1 |
| 92 | COc1nc(-c2ccc(C)cc2)ccc1-c1noc(-c2cccnc2)n1 | -15 | 11 |
| 93 | CN(C(=O)c1ccc(NC(=O)Cc2ccc(NC(=O)C3CCCN(C(=O)CCc4ccccc4)C3)cc2)cc1)C1CCCC1 (stereo not given) | -23 | 6 |
| 94 | Cc1ccc2c(NC(=O)C3CC3)cccc2n1 | -14 | 0 |
| 95 | COc1ccc(NC(=O)/C=C/c2ccc(OC)c(OC)c2)cn1 | 1 | 8 |
| 96 | COc1ccc(NC(=O)c2ccc(Cl)c(S(=O)(=O)N3CC(C)OC(C)C3)c2)cn1 (stereo not given) | -5 | 1 |

19 entries from above, with two lines to a compound.
Values run as follows: TAG inh, TAG inh DAPI viability
25: CC1CCC(NC(=O)c2nn(C)c(=O)c3ccccc23)CC1 (stereo not given)
→ -16, 1
26: CCCNC(=O)NNC(=O)c1ccc(F)cc1
→ 4, 0
27: NC(=O)c1ccc(NC(=O)COC(=O)c2cc(S(=O)(=O)N3CCOCC3)ccc2N2CCCCC2)cc1
→ 9, -6
28: O=C(c1ccc(Cl)c(S(=O)(=O)N2CCCC2)c1)N1CCN(c2ccc(F)cc2)CC1
→ -1, -3
29: CC(C)(C)OC(=O)C[C@@H]1C/C=C\C[C@H](CC(=O)NCCO)C(=O)N2CCC[C@@H]2COC1=O
→ -2, -5
30: CC(=NNC(=S)N1CCN(c2ccccn2)CC1)c1ccccn1
→ 4, -15
31: C=CCn1c(SCC(=O)NNC(=O)Nc2cccc(Cl)c2)nnc1-c1ccccc1
→ -4, 3
32: CCCn1c(SCC(=O)NCCCN2CCCC2=O)nc2ccccc2c1=O
→ -24, 7
33: O=C(Nc1ccc(N2CCN(C(=O)c3ccc(Cl)cc3)CC2)cc1)c1cccs1
→ 12, 1
34: O=C(NNc1ccc(-c2csnn2)cc1)c1ccccc1C(F)(F)F
→ -11, 7
35: Cc1nc(S(=O)(=O)N2CCOCC2)c(C#N)c(C)c1Cl
→ -5, 1
36: Cc1ccc(NC(=O)c2ccc(F)cc2)cc1S(=O)(=O)N1CCCCCC1
→ -20, 2
37: COc1cc(CC(=O)OCC(=O)Nc2ccc(N3CCOCC3)cc2)cc(OC)c1OC
→ -4, 6
38: CC1Cc2ccccc2N1C(=O)COC(=O)c1ccc(N(C)C)cc1 (stereo not given)
→ -26, -8
39: Cc1ccc(Nc2nc(C(=O)N3CCC(C(=O)N4CCN(C)CC4)CC3)cs2)cc1
→ 5, -14
40: CCc1ccc(C(=O)NNC(=O)c2n[nH]c(=O)c3ccccc23)cc1
→ 12, -7
41: COc1ccc(C)cc1NC(=O)C(c1ccccc1)N1CCNC(=O)C1 (stereo not given)
→ -4, 1
42: Cc1ccc2oc(C(=O)N(C)Cc3cnccn3)c(C)c2c1
→ 16, 3
43: O=C(NCC1CCCO1)C(c1cccs1)N(C(=O)Cn1nnc(-c2cccs2)n1)C1CCCC1 (stereo not given)
→ 6, 17

These rows are one share of the data. The share of hits here may be higher or lower than overall.
